RPL19A-GFP yeast – RPL19A-GFP expression modulators in yeast, primary screen, cell-based, S. cerevisiae, multiplex flow cytometry, MLPCN. S. cerevisiae RPL19A-GFP strain, 3 h; hits give low values. percent response vs DMSO, % at 10 µM. hit rate 0.3% among 330,000. AID 2025, 2009;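 active = percent response vs DMSO below 50%; inconclusive = fewer than 70 events counted for the yeast strain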;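 note: median channel GFP fluorescence of the barcoded RPL19A-GFP strain; ratio of sample median GFP to plate DMSO average so 100% = DMSO; lower means less RPL19A-GFP as with rapamycin TOR inhibition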
VLA-4 inh – inhibition in human VLA-4 binding assay, primary screen, VLA-4 allosteric modulator project, MLPCN library, flow cytometry, VLA-4 expressing cells. Integrin alpha-4 (Homo sapiens), P13612. ligand binding flow cytometry. inhibition, % (about 7 µM as worked out from the volumes in the protocol). hit rate 0.2% among 330,000; in the data active = inhibition above about 50%
Target sequence (P13612 whole entry, looked up): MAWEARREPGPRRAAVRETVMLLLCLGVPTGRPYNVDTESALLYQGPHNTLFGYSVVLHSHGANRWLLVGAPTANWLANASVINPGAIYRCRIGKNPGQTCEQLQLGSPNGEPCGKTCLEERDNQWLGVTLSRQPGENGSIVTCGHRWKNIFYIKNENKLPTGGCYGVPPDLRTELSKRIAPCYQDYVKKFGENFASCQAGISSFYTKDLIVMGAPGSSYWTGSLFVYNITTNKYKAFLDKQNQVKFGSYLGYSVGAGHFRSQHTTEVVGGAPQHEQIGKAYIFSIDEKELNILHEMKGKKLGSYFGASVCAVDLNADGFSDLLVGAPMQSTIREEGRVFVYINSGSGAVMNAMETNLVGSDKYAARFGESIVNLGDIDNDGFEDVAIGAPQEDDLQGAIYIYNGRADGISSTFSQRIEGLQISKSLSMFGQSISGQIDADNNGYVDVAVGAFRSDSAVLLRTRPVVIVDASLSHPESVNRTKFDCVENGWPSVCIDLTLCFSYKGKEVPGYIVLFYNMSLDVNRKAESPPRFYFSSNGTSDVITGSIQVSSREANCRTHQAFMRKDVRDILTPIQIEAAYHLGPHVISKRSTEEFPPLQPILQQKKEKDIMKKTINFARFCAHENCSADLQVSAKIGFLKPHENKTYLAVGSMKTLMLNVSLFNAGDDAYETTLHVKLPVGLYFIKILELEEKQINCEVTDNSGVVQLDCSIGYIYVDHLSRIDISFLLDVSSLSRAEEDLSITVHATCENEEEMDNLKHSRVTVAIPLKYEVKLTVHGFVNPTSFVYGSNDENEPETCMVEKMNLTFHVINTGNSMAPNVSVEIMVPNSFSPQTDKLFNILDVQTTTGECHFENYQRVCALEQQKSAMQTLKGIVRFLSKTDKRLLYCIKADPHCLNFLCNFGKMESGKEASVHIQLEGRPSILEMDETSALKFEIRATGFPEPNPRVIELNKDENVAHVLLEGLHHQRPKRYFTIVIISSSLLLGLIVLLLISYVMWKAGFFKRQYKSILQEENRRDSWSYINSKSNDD
GRK2 aptamer HTS – compounds blocking aptamer binding on GRK2 – biochemical, human GRK2, bead flow cytometry, HTS, primary screen | Beta-adrenergic receptor kinase 1 (Homo sapiens), P25098 | FAM-aptamer displacement from GRK2 | inhibition of aptamer binding, % at 10 µM | hit rate 0.59% among 330,000 | AID 488847, 2010;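 active = inhibition of aptamer binding above 40%, roughly 3 SD of noise, on plates passing a quality check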;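 note: median bead fluorescence of bound FAM aptamer so fluorescent compounds give negative values; no value below 0 was filed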
LAP4-GFP MLPCN – modulators of LAP4-GFP expression in yeast, primary screen, S. cerevisiae, multiplex flow cytometry, MLPCN library; 3 h; median GFP as percent of DMSO wells; GFP response vs DMSO, % at 10 µM; hit rate 0.34% among 320,000;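 active = GFP response vs DMSO above a set limit, about the screen mean plus 3 SD, cut at about 150% in these data; inconclusive = under 70 cell events counted for the yeast strain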
CIT2 TOR yeast – modulators of CIT2-GFP expression in yeast, primary screen, S. cerevisiae, GFP fusion, multiplex flow cytometry, MLPCN library; AID 2029, 2009; GFP response vs DMSO, % at 10 µM; hit rate 0.065% among 320,000; S. cerevisiae CIT2-GFP strain, 3 h; 100 means same as DMSO wells;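 active = GFP response relative to DMSO above a set limit, near the screen mean plus 3 SD, cut at about 150% in these data; inconclusive = Fewer than 70 cells measured for a yeast strain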;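 note: ratio of well median GFP fluorescence to mean of DMSO wells on the plate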
MEP2 TOR yeast – modulators of MEP2-GFP levels in yeast, primary screen, S. cerevisiae, multiplex flow cytometry, MLPCN library; hit rate 0.51% among 330,000; GFP response vs DMSO, % at 10 µM; S. cerevisiae MEP2-GFP strain, 3 h; 100% = DMSO control level; AID 2016, 2009;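 active = GFP response versus DMSO above a set limit, roughly screen mean plus 3 SD, cut at about 180% in these data; inconclusive = fewer than 70 cells counted for a yeast strain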;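 note: median GFP fluorescence of the barcode-gated MEP2-GFP cells per well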
AGP1-GFP MLPCN – modulators of AGP1-GFP expression in yeast TOR pathway, primary screen, cell-based, multiplex flow cytometry, S. cerevisiae, MLPCN library; 3 h; GFP as percent of DMSO wells; hit rate 0.02% among 320,000; GFP response vs DMSO, % at 10 µM;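 active = GFP response relative to DMSO above a set limit, near screen average plus 3 SD, cut at about 150% in these data; inconclusive = fewer than 70 cells counted for the yeast strain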;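 note: median GFP channel fluorescence of the gated AGP1 strain per well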
Yeast superoxide – reduction of superoxide in aged yeast, primary screen, HTS | AID 2690, 2010 | S. cerevisiae aged cells, superoxide DHE fluorescence; hits give low values | hit rate 0.18% among 330,000 | superoxide response (% of plate mean), % at 10 µM;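 active = superoxide response under a set limit, about three screen SD below normal, cut at about 65% in these data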;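 note: yeast aged for seven days with compound at 30 °C before DHE staining; 100% = average MFI of all compound-treated wells on the plate with controls excluded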
* marks the source's active call; other numbers are inactive results; ? = inconclusive; [ ] = remark or other dose.

smiles	RPL19A-GFP yeast	VLA-4 inh	GRK2 aptamer HTS	LAP4-GFP MLPCN	CIT2 TOR yeast	MEP2 TOR yeast	AGP1-GFP MLPCN	Yeast superoxide
CCN(CC)S(=O)(=O)c1ccc(N2CCN(c3ccccc3O)CC2)nc1	94	4	2	97	86	90	90	100
COC(=O)c1ccccc1NC(=O)CSc1nnc(-c2cccnc2)n1C	95	-5	0	94	97	95	97	103
COCCCNC(=O)c1cn(C)c(=O)c2cc(OC)c(OC)cc12	98	4	0	96	92	100	96	108
O=C(COC(=O)CNC(=O)c1ccc(F)cc1)NC1CCCc2ccccc21 (stereo unspecified)	94	2	5	94	90	96	97	106
CC(=O)c1c(C)oc2c1cc(O)c1ccccc12	99	2	0	105	94	98	100	97
Cc1ccc2nc(C)c(C(=O)N/N=C/c3cccs3)n2c1	101	-2	7	95	103	100	94	122
CCOC(=O)C1CCN(S(=O)(=O)c2c(C(=O)N3CCCCC3)c(C)n(C)c2C)CC1	96	17	1	91	99	97	97	92
O=S(=O)(/N=C(/c1ccccc1)N1CCCCC1)c1ccccc1	104	6	0	89	105	73	97	95
CCOC(=O)CC(=O)CSc1nnc(Cn2c(=O)sc3ccccc32)n1C	101	5	0	99	96	106	101	99
Nc1ncnc2sc3c(c12)CCNC3	90	-1	2	87	98	83	90	106
CC(C)Oc1cccc(-c2nnc(SCC(=O)Nc3ccc4c(c3)OCCO4)n2N)c1	102	6	0	95	100	110	99	103
c1ccc(-c2cnnc3ccccc23)cc1	95	-9	0	124	84	92	78	128
O=C(N/N=C/c1cc(Br)cc([N+](=O)[O-])c1O)c1ccc(NC(=O)c2ccc(F)cc2)cc1	106	5	1	102	94	104	97	103
Cc1ccc(S(=O)(=O)N(C)C)cc1NC(=O)c1cc(-c2ccncc2)nc2ccccc12	94	-12	0	90	87	88	94	107
COc1ccc(OCC#CCn2ccnc2)cc1	99	0	0	95	99	101	102	98
CCOC(=O)c1ccc(NC(=O)c2ccc(NS(C)(=O)=O)cc2)cc1	101	9	0	99	102	107	101	117
Cc1cccc(C(=O)N2CCN(c3ccc(N4CCOCC4)nn3)CC2)c1	100	11	1	109	99	103	105	97
Cc1ccn2cc(C(=O)Nc3nnc(C)s3)nc2c1	99	14	1	102	106	101	97	101
O=C(Cn1nnc(-c2ccccc2NC(=O)C2CC2)n1)NC1CCCCC1	97	-9	0	97	107	104	106	95
COCC(C)n1c(C)cc(C(=O)COC(=O)CNC(=O)c2ccccc2)c1C (stereo unspecified)	95	-1	0	73	90	88	95	86
O=C(CSc1nncn1-c1ccccc1F)NC1CCCCC1	97	-7	1	100	101	94	101	106
COc1ccc(NS(=O)(=O)c2c(C)[nH]c(=O)[nH]c2=O)c(OC)c1	99	16	0	99	98	103	101	108
O=C(NN1CCOCC1)c1ccc(Cl)c([N+](=O)[O-])c1	108	-17	0	81	100	100	93	98
CCNC(=O)Nc1ccccc1C(=O)OC	100	15	5	104	101	104	112	82
CCn1c(SCC(=O)Nc2cc(C)on2)nnc1-c1cccc(C)c1	105	1	0	95	102	105	100	101
CCCCOC(=S)NC(=O)c1sc2ccccc2c1Cl	98	1	0	111	105	98	100	83
COc1cccc(C(=O)COc2cccc(NC(=O)c3ccco3)c2)c1	104	-3	0	114	100	105	102	105
Cc1cc(=O)[nH]c(SCC(=O)N2C(C)CCCC2C)n1 (stereo unspecified)	100	0	4	108	101	110	95	101
Cc1cc(C)nc(Sc2nc(Nc3ccccc3)nc(Sc3nc(C)cc(C)n3)n2)n1	?	5	0	?	?	?	?	119
CC(CCc1ccc(O)cc1)NCc1ccc(Br)cc1 (stereo unspecified)	92[may fluoresce violet]	1	32	78[may fluoresce violet]	?	152[may fluoresce violet]	21[may fluoresce violet]	113
CCC(=O)CCC(=O)c1ccc2ccccc2c1	103	13	2	98	102	97	96	116
COc1ccc(-c2ncccc2O)cc1	99	7	0	103	106	106	104	85
Cc1ccc(S(=O)(=O)N2CCN(S(=O)(=O)c3ccc4c(c3)OCCO4)CC2)cc1	97	9	0	97	103	103	100	117
CC(=O)c1c(C)[nH]c(C(=O)OCC(=O)Nc2ccc(Cl)cc2[N+](=O)[O-])c1C	96	6	2	86	84	93	85	112
S=C(Nc1ccccc1Cl)N(CCCN1CCOCC1)Cc1ccccn1	96	-11	3	93	100	96	94	88
O=C(/C=C/c1cnc2ccccc2n1)NC12CC3CC(CC(C3)C1)C2	94	-19	0	91	85	93	89	94
CSc1nc(N)nc2c1ncn2CC(=O)NCc1ccccc1	88	36	0	91	93	87	95	102
O=C(Nc1cccc(C(F)(F)F)c1)C(Sc1cccc[n+]1[O-])c1ccccc1 (stereo unspecified)	99	-12	0	106	94	102	102	93
CC1CCCCN1CC(=O)c1c[nH]c2ccccc12 (stereo unspecified)	102	12	0	93	110	104	100	90
N/C(CN1CCCC1=O)=N\OC(=O)c1ccccc1Cl	95	7	2	88	94	98	98	103
COc1cc(NC(=O)c2ccccc2[N+](=O)[O-])ccc1NC(=O)c1cc2ccccc2o1	106	5	2	108	107	118	106	108
Cc1ccc(S(=O)(=O)N2[C@@H](c3cccc(Cl)c3)C(C(=O)O)=CC[C@H]2c2ccc(Cl)cc2)cc1	97	1	2	128	104	86	86	92
CCOC(=O)C1=C(O)C(=O)N(c2ccccc2)C1c1cccc([N+](=O)[O-])c1 (stereo unspecified)	98	4	0	106	97	106	103	86
O=S(=O)(c1cccs1)n1cnc2ccccc21	98	-5	0	96	104	105	101	86
C[C@@]12CCC=C[C@H]1[C@H](c1ccc3ccccc3c1/C=C/c1ccccc1)N(Cc1ccccc1)C2=O	93	12	2	121	72	88	74	90

A few values from the list:
Cc1ccc(S(=O)(=O)N2[C@@H](c3cccc(Cl)c3)C(C(=O)O)=CC[C@H]2c2ccc(Cl)cc2)cc1 | VLA-4 inh: 1
O=S(=O)(c1cccs1)n1cnc2ccccc21 | VLA-4 inh: -5

Continuation.
smiles	RPL19A-GFP yeast	VLA-4 inh	GRK2 aptamer HTS	LAP4-GFP MLPCN	CIT2 TOR yeast	MEP2 TOR yeast	AGP1-GFP MLPCN	Yeast superoxide
Cc1cc(=O)oc2cc(OCC(=O)NCCCn3ccnc3)ccc12	96	7	5	94	107	100	102	97
Cc1nc2ccccn2c1C(=O)N/N=C/c1ccc([N+](=O)[O-])o1	102	-5	10	107	93	103	37	137
c1ccc(-c2cc(NCCN3CCCCC3)c3ccccc3n2)cc1	106	-7	0	99	104	106	97	92
CCCN(CCC)Cc1c(C(=O)N/N=C/c2ccncc2)nnn1-c1nonc1N	107	0	0	100	100	104	97	94
O=[N+]([O-])c1cccc(NC(=S)N2CCCC2)c1	117	4	0	73	99	101	95	105
Cc1ccc(NC(=S)Nc2cccc3ccccc23)cc1F	91	10	1	98	85	89	92	101
Cc1ccc(S(=O)(=O)N2CCOCC2)cc1C(=O)Nc1ccccn1	101	28	1	95	101	105	107	110
O=C(COC(=O)/C=C/c1ccc(Cl)cc1)Nc1ccccc1-c1ccccc1	99	-300	5	94	101	98	98	89
CCCn1c(C2CCCN2c2nc(-c3ccc(OC)cc3)cs2)nc2ccccc21 (stereo unspecified)	100	-4	0	103	101	104	103	92
CC1(CC(=O)N/N=C/c2ccc(-c3cccc(C(F)(F)F)c3)o2)OCCO1	105	10	1	98	108	104	110	101
COc1ccc(C(=O)NCC(=O)OCC(=O)N2CC(C)OC(C)C2)cc1OC (stereo unspecified)	100	-6	0	90	112	101	99	88
Cc1ccc(CN2CCNC(=O)C2CC(=O)N(C)C2CCCCC2)cc1 (stereo unspecified)	100	3	0	94	97	98	103	101
CC1CCCCN1C(=O)CSc1nnc(-c2cccnc2)o1 (stereo unspecified)	104	1	2	95	107	109	107	101
Cc1c(N=C2NN=C(c3ccc(Cl)cc3)CS2)c(=O)n(-c2ccccc2)n1C	101	7	2	101	92	103	102	115
Cc1ccc(/C=N/NC(=O)c2cccc(S(=O)(=O)Nc3ccccc3Cl)c2)o1	102	4	0	105	97	105	108	98
Cc1cccc(C2=N/C(=C\c3cccnc3)C(=O)O2)c1	98	-16	1	121	90	105	91	98
Cc1ccc(NC(=O)C(OC(=O)c2ccc(NC(N)=O)cc2)c2ccccc2)cc1Cl (stereo unspecified)	99	5	2	94	89	90	93	107
CCOc1ccc(N(Cc2cc3cc(OC)ccc3[nH]c2=O)S(C)(=O)=O)cc1	97	6	0	103	95	100	98	112
Cc1cc(C)nc(NS(=O)(=O)c2ccc(NC(=O)CN3C(=O)C4CC=CCC4C3=O)cc2)n1 (stereo unspecified)	94	-2	0	97	104	99	96	92
CN(Cc1ccc(Cl)s1)C(=O)CCl	95	1	1	106	102	119	108	84
O=[N+]([O-])c1cccc(CSc2nnc3ccccn23)c1	97	10	1	107	109	121	103	104
CCN(CC)S(=O)(=O)c1cccc(NC(=O)COC(=O)CCC(=O)c2cccs2)c1	100	3	0	90	91	95	91	92

Compounds above that contain a Cl atom:
smiles	RPL19A-GFP yeast	VLA-4 inh	GRK2 aptamer HTS	LAP4-GFP MLPCN	CIT2 TOR yeast	MEP2 TOR yeast	AGP1-GFP MLPCN	Yeast superoxide
O=C(NN1CCOCC1)c1ccc(Cl)c([N+](=O)[O-])c1	108	-17	0	81	100	100	93	98
CCCCOC(=S)NC(=O)c1sc2ccccc2c1Cl	98	1	0	111	105	98	100	83
CC(=O)c1c(C)[nH]c(C(=O)OCC(=O)Nc2ccc(Cl)cc2[N+](=O)[O-])c1C	96	6	2	86	84	93	85	112
S=C(Nc1ccccc1Cl)N(CCCN1CCOCC1)Cc1ccccn1	96	-11	3	93	100	96	94	88
N/C(CN1CCCC1=O)=N\OC(=O)c1ccccc1Cl	95	7	2	88	94	98	98	103
Cc1ccc(S(=O)(=O)N2[C@@H](c3cccc(Cl)c3)C(C(=O)O)=CC[C@H]2c2ccc(Cl)cc2)cc1	97	1	2	128	104	86	86	92
O=C(COC(=O)/C=C/c1ccc(Cl)cc1)Nc1ccccc1-c1ccccc1	99	-300	5	94	101	98	98	89
Cc1c(N=C2NN=C(c3ccc(Cl)cc3)CS2)c(=O)n(-c2ccccc2)n1C	101	7	2	101	92	103	102	115
Cc1ccc(/C=N/NC(=O)c2cccc(S(=O)(=O)Nc3ccccc3Cl)c2)o1	102	4	0	105	97	105	108	98
Cc1ccc(NC(=O)C(OC(=O)c2ccc(NC(N)=O)cc2)c2ccccc2)cc1Cl (stereo unspecified)	99	5	2	94	89	90	93	107
CN(Cc1ccc(Cl)s1)C(=O)CCl	95	1	1	106	102	119	108	84
